GLS inhibitor: glutaminase GLS (human) inhibition | O94925 | GLS enzymatic activity, qHTS titration | Potency, µM (top dose mostly 45.5 µM), without a hit: at the top dose activity change, negative = inhibition, hits mostly inhibitors | hit rate 0.21% among 410,000 | AID 624170; also: potency is read from the fitted curve at half-maximal effect; % is scaled to controls: 0 for no effect and ±100 for the full control effect
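Enzyme dispensed in phosphate buffer (45 mM, pH 8.2, 0.02% Tween-20), compounds pinned in, then 1 mM L-glutamine solution and the glutamate oxidase–HRP–Amplex Red mix added; fluorescence read immediately and again after 30 min at room temperature.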
PI4K2A block: blocks human PI4K2A kinase activity; purified PI4K2A, ADP-Glo luminescence, 1 h; hits give low values; activity change, negative = inhibition, % at 76.9 µM; Q9BTU6; hit rate 0.13% among 420,000; AID 1346378; in the data active = activity change below about -50%; inconclusive = mostly about -30% to -49%;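 also: -100% = wells without enzyme as full effect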
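PI4K2A activity was measured by ADP-Glo luminescence: enzyme (4 ug/mL stock) and phosphatidylinositol (1.2 mM stock) in Tris pH 7.5/MgCl2/EGTA/Triton X-100 buffer were reacted with ATP (300 microM stock) for one hour at ambient temperature.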
USP1-UAF1 inh: USP1/UAF1 (human) deubiquitinase inhibition. hit rate 0.23% among 390,000. recombinant USP1/UAF1, Ub-Rhodamine cleavage fluorescence. Potency, µM (doses to about 57.1 µM), for inactives: at the highest dose activity change, negative = inhibition, most hits filed as inhibitors. O94782. AID 743255; also: potency is read from the fitted curve at half-maximal effect; % is scaled to controls: 0 for no effect and ±100 for the full control effect; nearly all actives have a fitted effect of over 60% in size; inactives centre near -12
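In this screen, compounds sit with the deubiquitinase complex (1nM) for 15 min at room temperature before Ub-Rho is added at 150nM final. Fluorescence rise is then followed for 6 reads every 60 seconds.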
mIDH1 inhibitor: blocks human mutant IDH1 R132H enzyme; O75874; IDH1-R132H enzyme, NADPH consumption, diaphorase/resazurin fluorescence; Potency, µM (doses to about 76.6 µM), for inactives: at the highest dose activity change, negative = inhibition, usual class: inhibitors; hit rate 0.093% among 390,000; AID 602179; also: potency is read from the fitted curve at half-maximal effect; % is scaled to controls: 0 for no effect and ±100 for the full control effect; nearly all actives have a fitted effect of over 65% in size
Target sequence (O75874 whole entry R132H, stated change not applied): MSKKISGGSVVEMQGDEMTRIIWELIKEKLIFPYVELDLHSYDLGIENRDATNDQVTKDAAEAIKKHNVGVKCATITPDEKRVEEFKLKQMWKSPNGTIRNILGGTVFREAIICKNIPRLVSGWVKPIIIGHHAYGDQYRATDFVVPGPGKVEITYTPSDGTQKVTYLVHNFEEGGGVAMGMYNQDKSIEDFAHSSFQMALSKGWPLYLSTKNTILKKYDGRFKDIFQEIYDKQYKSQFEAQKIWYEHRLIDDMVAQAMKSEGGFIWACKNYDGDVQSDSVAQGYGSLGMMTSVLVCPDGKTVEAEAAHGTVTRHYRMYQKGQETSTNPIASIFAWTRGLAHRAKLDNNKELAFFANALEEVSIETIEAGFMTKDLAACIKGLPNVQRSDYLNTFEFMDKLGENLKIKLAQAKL
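IDH1-R132H (0.5 ug/mL) preincubated 30 min with compound, then NADPH (0.016 mM) and alpha-KG (2 mM) added; 80 min at RT, pH 7.5. Remaining NADPH coupled via diaphorase/resazurin to fluorescence (540/590 nm); concentration-response curves normalized to no-enzyme control.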
Pin1 inh: human Pin1 inhibition; AID 504891; Pin1 FP peptide displacement, HiFluor488, 10 min; Potency, µM (series often up to 115 µM), inactives show at the highest dose activity, negative = inhibition, hits mostly inhibitors; hit rate 0.009% among 390,000; active = well fitted inhibition curve with a large enough effect in the polarisation, with a control signal flat, not every such curve was filed as active; inconclusive = small, poorly fitted or top-dose-only effect, or effect the other way, or a change in a side signal; inactive = no such curve, though single readings can be large or run the other way; the % refers to the polarisation; also: potency is read from the fitted curve at half-maximal effect; % is scaled to controls: 0 for no effect and ±100 for the full control effect
Target sequence (Q13526 whole entry, looked up): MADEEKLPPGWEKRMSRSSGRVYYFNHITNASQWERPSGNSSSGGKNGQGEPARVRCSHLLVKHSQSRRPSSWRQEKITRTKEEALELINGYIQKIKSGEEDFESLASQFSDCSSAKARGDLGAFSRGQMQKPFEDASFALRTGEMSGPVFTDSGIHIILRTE
HP1b chromo inh: inhibitors of HP1-beta chromodomain binding to methylated histone tails; P83916; AlphaScreen HP1-beta / biotin-H3K9me3 peptide binding; Potency, µM (highest dose often 114 µM), for inactives: at the highest dose activity change, negative = inhibition, actives largely listed as inhibitors; hit rate 0.56% among 390,000; AID 540317; also: potency is read from the fitted curve at half-maximal effect; nearly all actives have a fitted effect of over 70% in size; inactives centre near 23
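AlphaScreen: HP1-beta (50 nM) preformed 30 min with biotin-H3(1-18)K9me3 peptide (50 nM) in PBS pH 7.4, 0.01% Tween-20. Compound added for 30 min at RT, then streptavidin donor/nickel chelate acceptor beads (10 ug/mL) for 30 min.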
TrxR1 inh: rat TrxR1 inhibition; recombinant rTrxR1, NADPH fluorescence consumption, selenite substrate; AID 588453; O89049; hit rate 1% among 390,000; Potency, µM (series often up to 114 µM), for the others: at the top dose activity change, negative = inhibition, most hits filed as inhibitors; also: potency is read from the fitted curve at half-maximal effect; % is scaled to controls: 0 for no effect and ±100 for the full control effect; nearly all actives have a fitted effect of over 65% in size
Target sequence (O89049 whole entry, looked up): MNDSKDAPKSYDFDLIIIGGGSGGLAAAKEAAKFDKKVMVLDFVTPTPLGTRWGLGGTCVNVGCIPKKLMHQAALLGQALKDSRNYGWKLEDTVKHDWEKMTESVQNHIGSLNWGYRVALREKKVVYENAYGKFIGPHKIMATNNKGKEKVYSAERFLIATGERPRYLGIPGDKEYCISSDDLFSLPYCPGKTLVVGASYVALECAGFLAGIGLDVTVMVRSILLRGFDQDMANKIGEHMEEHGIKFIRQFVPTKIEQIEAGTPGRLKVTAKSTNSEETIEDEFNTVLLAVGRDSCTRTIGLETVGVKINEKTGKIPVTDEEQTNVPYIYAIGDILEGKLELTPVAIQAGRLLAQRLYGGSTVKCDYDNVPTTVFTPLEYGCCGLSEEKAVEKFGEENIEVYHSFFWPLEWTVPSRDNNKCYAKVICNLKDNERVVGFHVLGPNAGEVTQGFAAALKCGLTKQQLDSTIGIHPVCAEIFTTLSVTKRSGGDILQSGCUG
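Rat TrxR1 (90 nM in the dispensed reagent) was pre-reduced with 400 uM NADPH for 5 min at room temperature, then incubated with compound for 15 min. After 400 uM selenite was added, NADPH fluorescence (Ex 340/Em 450 nm) was followed for 8 min.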
TrxR1 substrate: substrates of rat thioredoxin reductase 1; O89049; purified TrxR1 substrate turnover, NADPH consumption readout; Potency, µM (highest dose often 114 µM), for the others: top-dose activity change, negative = substrate turnover; hit rate 0.01% among 390,000; also: potency is read from the fitted curve at half-maximal effect; % is scaled to controls: 0 for no effect and ±100 for the full control effect; nearly all actives have a fitted effect of over 50% in size
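Rat TrxR1, dispensed at 90 nM, was prereduced with 400 uM NADPH (final) for 5 min at ~22 deg C, then incubated with compound 15 min before 400 uM selenite. A first-read NADPH fluorescence drop versus no-compound background flagged substrates.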
PGK inhibitor: blocks T. brucei phosphoglycerate kinase. P07378. hit rate 0.043% among 380,000. PGK/GAPDH coupled, Kinase-Glo luminescence, 60 min. AID 602233. Potency, µM (top dose mostly 57.5 µM), without a hit: at the highest dose activity change, negative = inhibition, actives largely listed as inhibitors; also: potency is read from the fitted curve at half-maximal effect; % is scaled to controls: 0 for no effect and ±100 for the full control effect; nearly all actives have a fitted effect of over 60% in size
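Luminescent ATP detection (Kinase-Glo Plus) follows a 60-minute room-temperature incubation, with wells lacking PGK as controls. Buffer: 100 mM TEA (pH 7.6), 5 mM MgCl2, 0.01% Tween-20. Coupling enzyme GAPDH (100 nM final) supplies unstable 1,3-BPG in-well.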
* marks the source's active call; other numbers are inactive results; i = inactive; ? = inconclusive; nt = no result given; & = joins results of further samples; ! = a repeat was not active; [ ] = remark or other dose. Unless noted, calls follow the shape of the dose curve; as a rule, active = well fitted curve in the direction sought with a large enough effect; inconclusive = small, poorly fitted or top-dose-only effect, or another doubt; inactive = no such curve, though single readings can be large; an effect the other way counts as inactive or inconclusive. The list is partial; rates above refer to the full screens.

SMILES	GLS inhibitor	PI4K2A block	USP1-UAF1 inh	mIDH1 inhibitor	Pin1 inh	HP1b chromo inh	TrxR1 inh	TrxR1 substrate	PGK inhibitor
O=C(/C=C/c1ccco1)Nc1ccccc1N1CCCCC1	4%	0	-25%	-8%	5%	?	-28%	-3%	nt
CCOC(=O)c1cc(/C(C)=N/OC(=O)c2ccc(Cl)cc2)on1	-4%	0	-10%	4%	0%	44%[activator]	23%[57.1 µM]	-4%[57.1 µM]	-1%
CCC(=O)Nc1c2c(nn1-c1cccc(Cl)c1)CSC2	-6%	0	-13%	-3%	?	44%[activator]	11%	84%[activator]	-5%
CCN(CC)C(=O)Cn1cc(S(=O)(=O)CC(=O)Nc2ccc(F)cc2)c2ccccc21	3%	-2	-14%	-2%	-2%	23%	4%	5%	-3%
COc1ccc(CN2CCN(Cc3cc4ccccc4o3)CC2CCO)cc1C (centres undefined)	-1%	-4	-16%	3%	2%	25%	16%	4%	8%
CCOC(=O)C(C)(C)NS(=O)(=O)c1ccc(Cl)c([N+](=O)[O-])c1	2%	6	-5%	11%	-2%	28%	?	-3%	-6%
COc1ccc(/C=C(/NC(=O)c2ccco2)C(=O)N2CCCCCC2)cc1OC	0%	3	2%	0%	3%	16%	-13%	-9%	6%
O=C1C=C(c2ccc(O)cc2)C[C@@H](c2ccc(Cl)cc2)C1	-5%	8	?	9%	?	14%	17%	-1%	i
Cn1nc(C(F)(F)F)cc1-c1ccc(S(N)(=O)=O)s1	1%	7	8%	0%	-9%	7%	19%[57.1 µM]	5%[57.1 µM]	i
CCCCCNc1nc(NCCCO)c(C#N)c2c1CN(C)CC2	-2%	-5	-17%	1%	-8%	15%	-25%	-10%	0%
CCOC(=O)N1CCN(C(=O)c2cc(COc3cccc(C(F)(F)F)c3)on2)CC1	25%	5	-8%	3%	1%	29%	-12%	-9%	7%
Oc1ccc(NCc2ccc(OCc3ccccc3)cc2)cc1	11µM*!	?	3.2µM*	6%&35%	?	?	28µM*!	-10%&-6%	-3%&-7%
COc1ccccc1-n1c(SCC(=O)N2CCCCC2)nc2cccnc21	8%	4	-11%	6%	0%	31%	-5%	-5%	-8%
Cc1ccc(C(=O)N/C(=C/c2ccccc2)C(=O)NC(Cc2ccccc2)C(=O)O)cc1 (centres undefined)	-6%	1	-19%	1%	?	28%	-18%	-11%	-11%
Oc1cc(O)c2c(c1)O[C@H](c1ccc(O)c(O)c1)[C@@H](O)C2	76%[activator]	-1&-1	-19%	-9%	0%	20%	18%[57.1 µM]	11%[57.1 µM]	-7%
O=C(CC1Sc2ccccc2NC1=O)Nc1cccc(C(=O)O)c1 (centres undefined)	-9%	-2	-2%	0%	-16%	?	16%	9%	?
CCCCCSc1nc2sc3c(c2c(=O)n1-c1ccc(OC)cc1)CCN(C(C)=O)C3	-5%	0	?	?	28%	-18%	-9%	-12%	2%
O=C(c1ccncc1)N(c1ccc2oc3c(c2c1)CCCC3)S(=O)(=O)c1cccc([N+](=O)[O-])c1	4%	6	-16%	11%	2%	-23%	-16%	-5%	-4%
CCOC(=O)N1CCN(C(=O)C2CCN(S(=O)(=O)c3cc(C)ccc3OC)CC2)CC1	-1%	4	-10%	5%	1%	49%[activator]	-7%[57.1 µM]	-7%[57.1 µM]	-5%
Cc1ccc(NC(=O)c2ccc(S(=O)(=O)NCc3cccnc3)cc2)c(C)c1	-2%	-1	-1%	16%	-2%	36%[activator]	0%[57.1 µM]	10%[0.0914 µM]	-1%
CN1C(=S)SC(/[N+]([O-])=C\c2ccco2)C1(C)C (centres undefined)	-6%	-2	-12%	-2%	7%	63%[activator]	-9%	-10%	-8%
Cc1ccc(-c2c(C)c(-c3ccc(F)cc3)nc(N)c2C#N)o1	0%	-2	-14%	2%	32%[activator]	40%	-18%	15%[57.1 µM]	0%
O=C(O)c1coc2ccccc12	7%	-5	-27%	0%	-5%	31%	19%[57.1 µM]	12%[57.1 µM]	-6%
Cc1nc2nc(SCC(=O)O)nn2c(C)c1Cc1ccccc1Cl	3%	-3	-15%	1%	-3%	38%	13%	4%	0%
O=C1NC2(CCCCC2)N(C(=O)c2ccccc2)C2=C1CCCC2	-3%	-9	-22%	9%	5%	26%	33%	7%	0%
Next part:
SMILES	GLS inhibitor	PI4K2A block	USP1-UAF1 inh	mIDH1 inhibitor	Pin1 inh	HP1b chromo inh	TrxR1 inh	TrxR1 substrate	PGK inhibitor
COc1ccc(OC)c(/C=C/C(=O)OCC(=O)N2C(C)CCCC2C)c1 (centres undefined)	5%	-2	-7%	0%	2%	28%	5%	16%	20%
COc1ccc(NC(=O)c2oc3ccccc3c2C)c(OC)c1	0%	0	-17%	6%	1%	38%	16%	92%[activator]	i
COc1ccc(CNc2cc([N+](=O)[O-])ccc2OC)cc1	16%	1	8%	3%	19%	49%[activator]	16%	2%	-6%
CN(C)N1C(N)=C(C#N)C(c2ccccc2)C2=C1CC(C)(C)CC2=O (centres undefined)	14%	3	-1%	3%	0%	-25%	-9%[57.1 µM]	-5%[57.1 µM]	-10%
CCN(C(=O)COC(=O)CCNS(=O)(=O)c1ccccc1F)c1c(N)n(Cc2ccccc2)c(=O)[nH]c1=O	0%	6	-2%	14%	?	16%[57 µM]	1%	-3%	0%
O=C(c1cccs1)N(Cc1ccc(F)cc1)C1CCS(=O)(=O)C1 (centres undefined)	-3%	0	-14%	0%	?	40%	4%	-1%	-10%
CCCCN1CC(COCc2ccccc2)Oc2cccc(OCc3ccc(OC)cc3)c2S1(=O)=O (centres undefined)	2%	-5	-23%	3%	nt	nt	nt	nt	1%
COC(=O)c1cc(=O)nc2sc(-c3ccccc3)nn12	-4%	1	-9%	2%	-2%	23%	0%	6%	3%
COc1ccccc1CNC(=O)CCC1N=C2c3ccccc3N=C(SCC(=O)Nc3ccc(N(C)C)cc3)N2C1=O (centres undefined)	26%	-3	-4%	-6%	0%	-16%	22%[57.1 µM]	5%[57.1 µM]	i
Cc1oc(-c2cccc(Cl)c2)[n+]([O-])c1C	19%	4	-11%	-2%	-9%	4%	-31%	1%	1%
CCC1NC(=O)c2cccnc2-n2c1nc1ccc(C)cc1c2=O (centres undefined)	0%	-6	-4%	-6%	nt	nt	nt	nt	0%
CCOc1ccccc1NC(=O)CSc1nnc2[nH]c(=O)cc(-c3ccccc3)n12	0%	1	?	-7%	7%	62%[activator]	-8%[57.1 µM]	44%[activator][57.1 µM]	8%
CCCCCCn1c(NCC)nc2c1c(=O)n(C)c(=O)n2C	16%	-3	-14%	-7%	3%	9%	-4%	-4%	0%
Cc1nn(Cc2ccc([N+](=O)[O-])cc2)c(=O)n1-c1ccccc1Cl	15%	-1	-7%	-10%	0%	12%	4%[57.1 µM]	3%[57.1 µM]	-9%
Cc1nc2ccccc2c(=O)n1NC(=O)COc1ccccc1	13%	1	-1%	9%	-3%	4%	6%	5%	nt
Cn1ccnc1Sc1ccc(C(N)=O)cc1[N+](=O)[O-]	-3%	3	-11%	4%	-4%	16%	2%[57.1 µM]	5%[57.1 µM]	4%
COc1ccc(CCNc2ncnc3c2cnn3-c2cc(Cl)ccc2C)cc1	-1%	0	?	-6%	0%	58%[activator]	7%[57.1 µM]	2%[57.1 µM]	-8%
O=C1NCCc2cc3c(cc21)OCO3	-2%	-1	-9%	-4%	0%	69%[activator]	-4%	12%[57.1 µM]	7%
COc1cc(C(=O)NNC(=O)/C=C/c2ccco2)cc(OC)c1OC	59%[activator]	0	-16%	2%	5%	19%	56µM*	-5%	-20%
CCOC(=O)C1(CCc2ccccc2)CCN(C(=O)c2cccc(C)n2)CC1	13%	-5	-12%	-2%	-8%	26%	11%	0%	-4%
COc1ccc(-c2nc3c4c(ncn3n2)-c2ccccc2CC42CCCC2)cc1	6%	2	-10%	-2%	0%	34%	10%	5%[57.1 µM]	i
C[C@H](CO)N1C[C@H](C)[C@H](CN(C)C(=O)Nc2ccc(F)cc2)Oc2c(NC(=O)c3ccc(-c4nccs4)cc3)cccc2C1=O	9%	-4	-13%	2%	3%	10%	5%	-2%	-3%
CCCCn1c(N)c(N(CCC(C)C)C(=O)C2=NN(c3cc(C)ccc3C)C(=O)CC2)c(=O)[nH]c1=O	-27%	-1	-12%	1%	-3%	55%[activator]	10%[57.1 µM]	5%	-2%
CCOC(=O)c1cnc2ccc(C)cc2c1Sc1ccccc1C(=O)OC	4%	3	?	1%	-1%	2%	?	8%[57.1 µM]	-9%
CCCOc1ccc(/C=C/C(=O)NC2CCCCC2)cc1	-3%	4	-20%	14%	10%	33%	11%	2%	9%
O=C1CN(C(=O)CSc2nnc(Nc3ccccc3)s2)c2ccccc2N1	15%	-4	7%	8%	31%[activator]	9%	-16%	-7%	-3%
CSc1nc(C)[nH]c(=O)c1C#N	0%	3	-2%	5%	-8%	35%	29%	4%	-5%
Cc1cc(S(=O)(=O)Nc2ccc(C(=O)NCCCN3CCCC3=O)cc2)ccc1F	-4%	1	-6%	5%	-2%	20%	-6%	-8%	-4%
CCOc1ccc(-n2c(=O)c3c(C)c(C)sc3n(CC(=O)N(CC)Cc3ccccc3)c2=O)cc1	-9%	3	-26%	nt	6%	53%[activator]	20%	0%	nt
